# hcGAS inh – human cGAS inhibition; Q8N884; recombinant h-cGAS, ATP depletion, Kinase-Glo luminescence; inhibition, % at 12.5 µM; 290,000 compounds, 0.081% hits;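 note: 0% = vehicle reaction and 100% = reaction without DNA for no activity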
# Target sequence (Q8N884 whole entry, looked up): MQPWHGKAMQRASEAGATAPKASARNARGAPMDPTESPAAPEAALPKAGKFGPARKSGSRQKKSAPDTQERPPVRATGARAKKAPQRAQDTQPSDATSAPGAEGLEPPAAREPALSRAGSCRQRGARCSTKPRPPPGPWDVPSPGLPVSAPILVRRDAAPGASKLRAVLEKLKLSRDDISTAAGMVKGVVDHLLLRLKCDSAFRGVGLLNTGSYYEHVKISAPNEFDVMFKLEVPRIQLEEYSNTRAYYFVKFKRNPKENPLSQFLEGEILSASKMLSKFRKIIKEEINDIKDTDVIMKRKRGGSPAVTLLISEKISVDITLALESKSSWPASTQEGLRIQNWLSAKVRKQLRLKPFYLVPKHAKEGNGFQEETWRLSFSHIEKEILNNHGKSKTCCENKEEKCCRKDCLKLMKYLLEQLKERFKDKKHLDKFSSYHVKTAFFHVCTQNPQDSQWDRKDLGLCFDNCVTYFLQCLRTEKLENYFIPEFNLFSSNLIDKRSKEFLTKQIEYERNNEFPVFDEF
# mcGAS lum – blocks mouse cGAS activity | recombinant cGAS, Kinase-Glo ATP depletion luminescence | inhibition, % at 12.5 µM | 160,000 compounds, 0.15% hits;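 note: 0% = negative control wells and 100% = reference inhibitor with no enzyme activity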
# NPYLR7 ag – mosquito NPYLR7 agonism; HEK293T NPYLR7/Galpha15, GCaMP6s calcium fluorescence; activation, % at 10 µM; 270,000 compounds, 0.15% hits; AID 1259423; in the data active = activation above about 40%;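 note: 0% = vehicle and 100% = reference agonist at the receptor; some compounds past the cut are filed as inactive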
# * marks the source's active call; other numbers are inactive results; · = no result given; & = joins results of further samples. Cut-off read from the data, not from the text of the source, unless noted: active = inhibition above about 40%; inactive = the rest.
structure	hcGAS inh	mcGAS lum	NPYLR7 ag
CC(C)=CC(=O)NC(c1ccccc1)C(F)(F)F (stereo not drawn)	-6	·	-1
COc1cc2c(cc1OC)CN(C1CCCN(C(=O)c3ccc(F)cc3Cl)C1)CC2 (stereo not drawn)	-2&-4	·	6&3
OC12CC(Cc3cccnc31)c1ccccc12 (stereo not drawn)	-8	·	1
CCOC(=O)c1cnc2c(Cl)cccc2c1N	11	·	11
CCCCc1ccc(N=Cc2nc(/C=C/c3cccc([N+](=O)[O-])c3)oc2O)cc1	-8	-7	-1
C=CCN(CC(=O)NC1CCOCC1)CC1CCCCC1	-15	·	9
CCOC(=O)c1cc([C@@H](C)CCC=C(C)C)sc1NC(=O)c1ccco1	-2	-6	-6
CC(=O)c1ccc(C(=O)N2CCN3CCN(C)C(=O)C3C2)s1 (stereo not drawn)	-1	-14	3
COc1ccccc1C(=O)Cn1c(C)c(C(=O)N(C)Cc2ccc(F)cc2)sc1=O	-6	·	1
NCc1n[nH]c(=O)n1CCc1ccc(F)cc1	-4	·	-1
CC(=O)c1c(C)[nH]c(C(=O)OCc2nc(-c3cccs3)no2)c1C	-9	·	5
N#CCCN(CC(F)(F)F)C(=O)Cc1ccc(Br)cc1	-8	·	4
O=C(c1cc(Cl)c2c(c1)OCO2)N(CC1CCCO1)C1CCS(=O)(=O)C1 (stereo not drawn)	0	·	0
C=CCN(Cc1csc(COc2ccccc2C(C)C)n1)C(=O)c1ccc(F)cc1	-2	-4	-6
Cc1onc(-c2ccccc2)c1C(=O)Nc1ccc([N+](=O)[O-])cc1	-6	-6	-2
CN(Cc1ccc(N2CCOCC2)cc1)Cn1cnc2c(=O)n(C)c(=O)n(C)c21	-2	·	1
COC(=O)C1C2C=CC3(CN(C4CCCCC4)C(=O)C13)O2 (stereo not drawn)	-2	·	5
COc1cc(C(=O)Nc2cccc(Cl)c2N(C)C)cc(OC)c1C	-11	-16	16
COc1ccc(C=C2SC(=S)N(C(C)C)C2=O)cc1	-7	·	-5
CCN(CC)S(=O)(=O)c1ccc2c(c1)nc(SCc1ccc(S(C)(=O)=O)cc1)n2CC1CCCO1 (stereo not drawn)	-5	-6	4

structure	hcGAS inh	mcGAS lum	NPYLR7 ag
COc1cc(NC(=O)NCCNc2nc(C)cc(N(C)C)n2)cc(OC)c1OC	-3	·	2
COc1cccc(CSc2nnc(CNC(=O)C34CC5CC(CC(C5)C3)C4)n2-c2ccc(Cl)cc2Cl)c1	-4	-3	·
Cc1ccc(C(=O)Oc2c(C)cccc2C)cc1S(=O)(=O)N1CCOCC1	-6	·	14
CCSc1n[nH]c(=S)s1	0	·	2
Cn1c(=O)c2c(nc(SCc3ccc(F)cc3)n2Cc2ccccc2)n(C)c1=O	-5	·	1
O=C1CN(C(=O)c2nn(-c3ccc(F)cc3)c3c2CCC3)CCN1	-12	-9	10
CNC(=O)CNS(=O)(=O)c1ccc(Cl)cc1	-14	·	11
CN1C(=CC=C2C(=O)Oc3ccccc3C2=O)C(C)(C)c2ccccc21	-7	·	49*
O=C(Nc1cccc(-c2nc3ccccc3o2)c1)c1ccc(Cl)cc1Cl	-6	-5	3
O=C(O)c1cc(S(=O)(=O)NCCc2ccc(Cl)cc2)ccc1O	12	·	2
CCCCCCCCC(=O)NCc1nnc(SCc2ccccc2C)n1-c1ccc(C)cc1	2	0	-1
O=C(Nc1ccc(S(=O)(=O)N2CCCC2)cc1)c1ccc(Cl)s1	-9	·	-6
O=C1c2ccccc2NC2(CCCCC2)N1/N=C\c1ccccc1	-6	·	3
O=C(NCc1cccnc1N1CCOCC1)c1ccc(C2CCCN2)s1 (stereo not drawn)	-6	·	2
CCCCCCCCCCCCCCCC(=O)OC(CC(=O)O)C[N+](C)(C)C (stereo not drawn)	0	-3	2
CCOCC1CCN(C(=O)Nc2ccc3c(c2)CCCN3C)C1 (stereo not drawn)	-6	·	-22
COc1ccc(CC2CCN(S(=O)(=O)c3ccc(Cl)cc3OC)CC2)cc1	2	2	1
Cc1cn2c3c(=O)n(C)c(=O)n(C)c3nc2n1-c1ccccc1OCCCO	1	-1	1
CC(C)Cc1cc(C(=O)N(Cc2ccccn2)CC2CCCO2)n(C)n1 (stereo not drawn)	-4	·	-7
COc1cc(=O)n(-c2ccccc2C)nc1C(=O)Nc1ccc(C)c(C)c1	-6	·	5

structure	hcGAS inh	mcGAS lum	NPYLR7 ag
COc1cc2c(cc1NC(=O)COC(=O)c1cc(OC)c(OC)cc1OC)oc1ccccc12	4	-3	6
CCOc1ccc(NC(=O)CSc2nc(=O)n3ccccc3n2)cc1	-7	-8	1
Cc1cc(C(=O)Cn2cc(C(F)(F)F)ccc2=O)c(C)n1C1CC1	-9	·	15
O=C(NC1CCN(Cc2ccco2)CC1)c1nccnc1NC(=O)C1CCCCC1	-3	-3	·
CCOC(=O)c1ccc2c(c1)nc(SCc1cccc3cccnc13)n2Cc1ccccc1	-4	-6	1
Cc1nc(=O)[nH]c(C)c1CCC(=O)N1CCc2c(ncnc2N(C)C)C1	-8	·	6
COc1ccc(CC(=O)Nc2ccc(SCC(=O)N3CCCC3)nn2)cc1OC	-6	-12	-3
Cc1ccc(CNC(=O)CCC2CCCN(c3nc4ccccc4s3)C2)o1 (stereo not drawn)	-3	-12	7
Cc1cc2nc(SCc3ccc([N+](=O)[O-])cc3)nc(C)c2cc1C	-4	-6	1
COC(=O)Cn1c(O)c(N=NC(=O)CNC(=O)c2ccccc2F)c2ccccc21	-3	-3	5
COc1ccc(N2CCN(C(=O)C3CC=CCC3C(=O)NCCNc3cccc4ccccc34)CC2)cc1 (stereo not drawn)	-5	·	-8
O=C1/C(=C/c2ccc(-c3ccc(Cl)c(Cl)c3)o2)C=C(c2ccccc2)N1c1ccccc1O	-5	-2	-2
CC1CCCCC1NC(=O)CON=C(N)CN1CCOC(C)(C)C1 (stereo not drawn)	-15	·	-6
CCN1CCN(C(=O)c2ccc(Cn3ccsc3=NC(=O)c3ccc(OC)c(OC)c3)o2)CC1	-16	·	45*
CC(C)CC(CN(C)C)NC(=O)c1cnc(C2CC2)s1 (stereo not drawn)	4	·	2
CC1(C(=O)NS(=O)(=O)c2ccccc2Cl)CCN1C(=O)c1ccccc1 (stereo not drawn)	0	·	2
CCOCCn1ccc2c(OCC(=O)c3ccc(OC)cc3)cccc2c1=O	-11	-8	-2
COc1cccc2ccc(CN(C)Cc3cc(-c4ccccc4)no3)nc12	-6	·	0
COc1ccc(COc2ccc(N(C)C(N)=O)cc2)c(Cl)c1	3	·	-6
COCCCNC(=O)C(NC(=O)C1CC1)C1CCN(C(=O)C2CCCC2)CC1 (stereo not drawn)	-8	-6	5

# Record cards, as listed above. Order of values: hcGAS inh, mcGAS lum, NPYLR7 ag
# COc1cccc(CSc2nnc(CNC(=O)C34CC5CC(CC(C5)C3)C4)n2-c2ccc(Cl)cc2Cl)c1 across the screens: -4, -3, ·
# CNC(=O)CNS(=O)(=O)c1ccc(Cl)cc1 across the screens: -14, ·, 11

# (listing goes on)
structure	hcGAS inh	mcGAS lum	NPYLR7 ag
O=C(O)c1cc(Br)c2ccccc2c1O	39	68*	-6
CCOc1ccc(-n2nnc(C(=O)OC)c2C(=O)OC)cc1	-11	-6	6
Cc1cn2cc(CNC(=O)CCCn3nnnc3CN3CCC(C)CC3)nc2s1	1	·	13
CCCCNC(=O)C1(C)CCCCN1CC(=O)c1ccc(OC)cc1 (stereo not drawn)	-12	·	6
CC(=O)n1c2c(c3ccccc31)OC(=N)C(C#N)C2c1cccc(F)c1 (stereo not drawn)	1	1	-4
O=C(Nc1nc2c(s1)CN(Cc1ccccc1)CC2)C1CCC1	-17	-6	1
COCCNC(=O)Cn1nc(C2CC2)c2cnn(-c3cccc(Cl)c3)c2c1=O	-3	·	5
CCCCN1CCN(C(=O)c2cn(CCOC)cc3c(=O)n(-c4ccccc4)nc2-3)CC1	-8	-10	-4
Cc1ccc(C(=O)CSc2nc3ccccc3c(=O)[nH]2)cc1	-5	-7	4
COCCCN(CC(=O)N(Cc1cccn1Cc1ccccc1)C1CCCCC1)C(=O)c1ccc(Br)cc1	-6	-3	-2
Cc1cccc(N2CCn3c2nc2c3c(=O)[nH]c(=O)n2C)c1C	-5	·	0
OC(CNC12CC3CC(CC(C3)C1)C2)COc1ccc(Cl)cc1Cl (stereo not drawn)	1	·	-5
CSCCC1Nc2ccc(S(=O)(=O)N3CCOCC3)cc2NC1=O (stereo not drawn)	-8	-16	1
CCc1nc2n(n1)C(=O)C(C(c1cccc(C(F)(F)F)c1)N1CCN(C(C)=O)CC1)S2 (stereo not drawn)	-3	-6	-5
Cc1cccc(CN2CCC(CO)(Cc3ccccc3)CC2)c1	-6	·	2
Cc1nc(-c2cccs2)sc1-c1ccc(SCC(=O)N2CCCCC2)nn1	-3	-8	1
Cc1cc(COc2ccccc2)oc1C(=O)N1CCCC(O)(CO)CC1 (stereo not drawn)	-5	·	8
COc1ccc(C)cc1CNc1ccc(C(N)=O)c(C)c1	-4	·	-1
CCCS(=O)(=O)N1CCN(c2ncccc2C(=O)NCc2ccc(OC)cc2)CC1	-5	-8	17
Cc1cc(N)nc(SCC(=O)Nc2cccc(Br)c2)n1	-9	·	10

# Next part; it opens with the 6 that closed the last part.
structure	hcGAS inh	mcGAS lum	NPYLR7 ag
Cc1cccc(CN2CCC(CO)(Cc3ccccc3)CC2)c1	-6	·	2
Cc1nc(-c2cccs2)sc1-c1ccc(SCC(=O)N2CCCCC2)nn1	-3	-8	1
Cc1cc(COc2ccccc2)oc1C(=O)N1CCCC(O)(CO)CC1 (stereo not drawn)	-5	·	8
COc1ccc(C)cc1CNc1ccc(C(N)=O)c(C)c1	-4	·	-1
CCCS(=O)(=O)N1CCN(c2ncccc2C(=O)NCc2ccc(OC)cc2)CC1	-5	-8	17
Cc1cc(N)nc(SCC(=O)Nc2cccc(Br)c2)n1	-9	·	10
O=C(c1ccc2c(=O)[nH]c(=S)[nH]c2c1)N1CCCC1Cc1ccccc1 (stereo not drawn)	2	0	2
Brc1cccc(N2CCC(CNc3ncccn3)C2)c1 (stereo not drawn)	1	·	-5
CN1C(=O)C(=Cc2cc([N+](=O)[O-])ccc2N(C)C)C(=O)N(C)C1=O	-8	-6	-14
COCCN(CC(=O)Nc1nc(CC(=O)NCc2ccncc2)cs1)C(=O)c1ccc(Cl)cc1Cl	-10	-5	-4
COc1cc(OC)cc(C2c3cccn3CCCN2Cc2cccc(Oc3ccccc3)c2)c1 (stereo not drawn)	-3	-4	17
CCOC(=O)N1CCN(C(c2cccc(OC)c2)c2c(O)cc(C)n(CC)c2=O)CC1 (stereo not drawn)	-6	·	13
COc1cccc2c1OCCCN(Cc1cccn1-c1ncccn1)C2	-5	-16	5
CC1(C)NC(=O)N(CN2CCN(S(=O)(=O)c3c(F)cccc3F)CC2)C1=O	-5	·	-5
COc1ccccc1-n1c(=O)c2ccc(Cl)cc2n(C(C)C(=O)NCCN2CCCC2)c1=O (stereo not drawn)	-6	-5	-4
CC(C)(C)c1ccc(S(=O)(=O)N2CCN(c3cccc(C(F)(F)F)c3)CC2)cc1	-1	-5	-2
N#CCc1ccc(NC(=O)N2CCN(c3ncccc3NC(=O)c3ccc4c(c3)OCO4)CC2)cc1	-1	-5	15
Cc1noc(-c2ccc(C(C)(C)C)cc2)c1C(=O)NCCC#N	-1	-7	13
Cc1cc(C(=O)N2CCC(n3nccc3NC(=O)CCc3ccccc3)CC2)no1	-3&-5	-4	3&-1
CC(Cn1cncn1)NC(=O)c1csc2nc(-c3ccc(C(F)(F)F)cc3)cn12 (stereo not drawn)	-1	·	3
CCCOc1cc(Nc2ccc(NC(=O)Nc3ccc(Cl)cc3)cc2)nc(C)n1	-8	-8	17
CC(CNC(=O)C(C)n1cncn1)N1CCOCC1 (stereo not drawn)	-11	·	8
COC1CN(C)C(=O)CN(C(=O)c2ccccc2)C1 (stereo not drawn)	6	-2	-8
CCC1CN(C(=O)c2cc(-c3cnn(C)c3)nc3c(C)c(C)ccc23)CCO1 (stereo not drawn)	-9	·	2
CC(C)c1ccc(C(NC(=O)CCl)C(C)C)cc1 (stereo not drawn)	-12	·	0
O=C(Nc1ccc(Br)cc1)c1cccc(S(=O)(=O)Nc2ccc(F)cc2)c1	-2	-5	6

structure	hcGAS inh	mcGAS lum	NPYLR7 ag
COCCCN(CC(=O)N(CCc1c[nH]c2ccccc12)Cc1ccc(OC)c(OC)c1)C(=O)COc1ccccc1	-3	-4	19
CCn1c(SCc2cccc(Oc3ccccc3)c2)nnc1-c1cc(-c2ccccc2)nc2ccccc12	-1	-6	2
CCc1ccc(-n2c(C)cn3c4c(=O)n(C(C)C(=O)OC)c(=O)n(C)c4nc23)cc1 (stereo not drawn)	-5	·	1
O=C(Nc1cccc(-c2ccc(F)cc2)c1)C1CCCN(C2CCSCC2)C1 (stereo not drawn)	1&1	-2	7&3
Cc1nc2sccn2c1C=C(C#N)c1nc2ccccc2s1	-11	·	5
CN1CCN(c2nc3nonc3nc2N2CCCCC2)CC1c1ccccc1 (stereo not drawn)	0	·	2
C=CCOC1C[C@](OCc2cccc(OC)c2)(C(=O)NCCN(C)C)C[C@H]2OC(C)(C)O[C@@H]12 (stereo partly drawn)	-4	-6	27
Cc1cn(CC(=O)N(Cc2ccsc2)CC(C)C)c(=O)[nH]c1=O	-4	·	4
COc1ccc(-c2nccn2-c2cccc(CO)c2)c(Cl)c1OC	-3	·	0

# Compound activity deposited in PubChem by Fisher Drug Discovery Resource Center.
